Bioassay records deposited in PubChem BioAssay by several laboratories.
PDI turbidity: inhibitors of human protein disulfide isomerase; P07237; PDI insulin aggregation turbidity, A650, 90 min; inhibition, % at 10 µM; actives 0.052% (n = 350,000); AID 588391;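 active means mean inhibition across replicates of 30% or more, whatever share of single replicates reach that level; inconclusive means mean inhibition below 30% while every single replicate reaches 30%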;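 further: absorbance from insulin aggregation driven by PDI reduction with DTT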
Target sequence (P07237 whole entry, looked up): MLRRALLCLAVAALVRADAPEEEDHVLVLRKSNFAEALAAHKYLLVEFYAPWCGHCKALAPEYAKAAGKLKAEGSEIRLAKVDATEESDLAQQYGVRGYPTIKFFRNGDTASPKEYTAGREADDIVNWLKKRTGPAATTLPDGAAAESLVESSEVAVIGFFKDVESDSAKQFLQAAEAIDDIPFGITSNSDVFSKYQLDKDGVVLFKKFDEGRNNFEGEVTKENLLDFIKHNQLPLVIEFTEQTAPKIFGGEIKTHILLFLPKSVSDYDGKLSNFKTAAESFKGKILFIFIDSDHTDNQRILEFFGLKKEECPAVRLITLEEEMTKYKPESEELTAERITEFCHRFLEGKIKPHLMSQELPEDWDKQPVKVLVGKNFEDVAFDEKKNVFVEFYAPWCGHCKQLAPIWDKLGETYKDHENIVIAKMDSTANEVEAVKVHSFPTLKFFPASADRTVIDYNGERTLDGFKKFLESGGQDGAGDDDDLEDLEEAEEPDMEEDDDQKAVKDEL
CaV13 ICDI inh: Primary screen for inhibitors of IQ motif and Ca2+-dependent inactivation inhibitor domain binding in CACNA1D, Förster resonance energy transfer in living cells, …; AID 743397; HEK cells, CFP/YFP FRET ICDI-IQ, plate reader, 10 min; percent FRET-ratio fall versus neutral wells; inhibition, % at 12.3 µM; actives 0.098% (n = 340,000);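 active means mean replicate inhibition of at least 30% and at least 1% of replicates passing that level; inconclusive means only one of the two criteria is met; inactive means neither criterion is met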;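 further: 0% = median of the neutral control wells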
Glyco luc inh: N-linked glycosylation inhibition; actives 0.23% (n = 360,000); reporter increase, % at 12.5 µM; D54 ERlucT glycosylation luciferase reporter, 24 h; percent of 100 nM tunicamycin response; AID 588692;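 active means mean luciferase reporter signal, scaled so untreated is 0 and the glycosylation-blocking control 100, at or above a set limit in every replicate; inconclusive means mean reaches the limit but not every replicate does; inactive means mean below the limit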;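 further: luciferase carries N-glycosylation sites so blocking glycosylation raises the light; 0% = median of neutral control wells and 100% = median of 100 nM tunicamycin wells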
m5-HT2A agonist: agonists of mouse serotonin 5-HT2A receptor (HTR2A); P35363; CHO-K1 mHTR2A beta-arrestin complementation, luminescence; percent of 30 µM serotonin response; activation, % at 7.6 µM; actives 0.66% (n = 360,000); AID 624169;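 active means activation above a run cutoff, the mean activation of all tested compounds plus 3 SD, cut at about 14% in these data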;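 further: 0% = plate median of compound wells and 100% = 30 µM serotonin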
Target sequence (P35363 whole entry, looked up): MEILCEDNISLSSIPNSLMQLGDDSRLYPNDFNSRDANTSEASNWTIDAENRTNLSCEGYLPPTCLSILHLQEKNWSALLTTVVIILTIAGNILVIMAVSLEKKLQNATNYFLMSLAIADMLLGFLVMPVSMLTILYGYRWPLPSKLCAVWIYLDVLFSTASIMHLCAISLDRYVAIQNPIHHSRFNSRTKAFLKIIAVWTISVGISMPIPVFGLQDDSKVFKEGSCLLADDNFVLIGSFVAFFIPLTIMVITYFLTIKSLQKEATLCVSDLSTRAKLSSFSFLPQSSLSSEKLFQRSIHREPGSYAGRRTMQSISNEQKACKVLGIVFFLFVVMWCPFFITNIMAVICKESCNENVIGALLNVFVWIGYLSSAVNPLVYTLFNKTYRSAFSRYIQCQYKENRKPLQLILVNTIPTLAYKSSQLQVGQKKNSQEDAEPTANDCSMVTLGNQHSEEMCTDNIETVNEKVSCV
iPSC survival up: hiPSC single-cell survival enhancement. ATPlite luminescence; 100% = ROCK inhibitor wells, 0% = DMSO. survival enhancement, % at 20 µM. actives 0.044% (n = 360,000); in the data active means survival enhancement above about 18%;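 further: cells exposed to compounds for 16 hours before the ATP read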
Granule exo inh: blocks lytic granule exocytosis | actives 0.66% (n = 360,000) | inhibition, % at 10 µM | AID 651702 | TALL-104 LAMP-1 surface exposure, flow cytometry; cells stimulated with thapsigargin and PMA;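 active means inhibition above about 55%, limit read from the data; inconclusive means no clear call, values can overlap the other calls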
ABCB6 inh MLPCN: human ABCB6 transporter inhibition; Q9NP58; fluorescence ratio to DMSO, % at 10 µM; actives 0.19% (n = 360,000); K562-ABCB6 porphyrin accumulation, flow cytometry, 1 h; active compounds read low;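 active means fluorescence ratio to DMSO below 75%, the collection mean minus 3 SD; inconclusive means too few cells collected in the well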;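 further: signal is porphyrin accumulated inside mitochondria; 100% equals median channel fluorescence of DMSO control wells; lower ratio means ABCB6 inhibition with less porphyrin fluorescence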
aDG glyco act: alpha-DG glycosylation activation; Pro5-aDG cells, alpha-DG glycosylation AlphaScreen (IIH6); 0% Pro5, 100% B10-LARGE cell signal; activation, % at 10 µM; actives 0.22% (n = 360,000); AID 624168;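 active means activation of at least 8% versus controls, or a plate z-score of at least 8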;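 further: Pro5 are CHO cells carrying HIG-tagged alpha-DG that lacks glycosylation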
Cardio protect: protects H9c2 cardiomyocytes from peroxide injury; AID 588492; H2O2 injury protection, ATPLite, 2 h; actives 0.63% (n = 360,000); protection from H2O2 cell death, % at 20 µM;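 active means compounds giving at least 50% protection of heart cells from peroxide-induced death in the single-dose screen, raw or plate-pattern-corrected value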;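 further: 0% = DMSO wells with peroxide and 100% = DMSO wells without peroxide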
Vif imaging: blocks HIV Vif function; HEK293T cells, Vif self-association by quenched fluorescence, imaging, 24 h; inhibition, % at 7.49 µM; actives 0.35% (n = 340,000); in the data active means inhibition above about 50%, passing the limit was not always enough; inconclusive means no clear call, values can overlap the other calls; inactive means below about 31%; further: some results filed as inactive read as strong as hits
Active calls of the source: *; ? = inconclusive; nt = no result given.

SMILES	PDI turbidity	CaV13 ICDI inh	Glyco luc inh	m5-HT2A agonist	iPSC survival up	Granule exo inh	ABCB6 inh MLPCN	aDG glyco act	Cardio protect	Vif imaging
O=C(NCc1ccco1)c1cc(S(=O)(=O)NC2CC2)ccc1Br	-1.8	-5.8	-0.1	-4.2	-3.6	-9.7	98.0	-0.1	-2.8	-6.0
Cc1ccc(C(=O)NCCNS(=O)(=O)c2ccccc2)cn1	-9.7	-3.5	0.8	2.1	-0.4	-8.3	103.0	0.0	1.6	-17.4
Cc1ccc(CN(Cc2ccco2)S(=O)(=O)c2ccc(S(=O)(=O)NCC3CCCO3)cc2)cc1 (stereo unspecified)	-6.2	-15.1	-5.5	-3.5	12.5	0.0	101.0	0.6	4.1	1.7
COc1ccc(COC[C@H](C)[C@H](O)[C@@H](C)[C@H]2OC(=O)[C@@H]2C)cc1	-9.0	-6.1	0.1	0.4	-2.5	17.7	100.0	-0.1	0.7	-2.6
COc1cc2c(C(=O)N(C)c3ccc(F)cc3)cn(C)c(=O)c2cc1OC	-0.2	-18.7	4.8	-4.0	-0.6	18.6	14.0*	-0.1	-4.3	-11.8
COc1ccc(C)cc1NC(=O)C(OC(=O)CNC(=O)c1cccc(F)c1)c1ccccc1 (stereo unspecified)	-1.6	-5.0	-0.4	0.9	1.4	-4.5	89.0	0.2	-2.1	-5.5
CCC(CC)C(=O)Nc1c2c(nn1-c1ccc(C)cc1)CS(=O)(=O)C2	9.1	-1.4	1.7	6.0	0.4	1.8	93.0	-0.1	-4.5	-2.8
COC(=O)c1ccc(NC(c2ccc(Cl)cc2)P(=O)(OC)OC)cc1 (stereo unspecified)	1.7	-15.7	3.5	3.0	0.1	-4.2	93.0	0.3	8.8	-9.4
Cc1nn(-c2ccc3ccccc3c2)c(=O)c2ccccc12	-5.1	-2.0	-6.5	-1.4	-1.5	7.8	121.0	-0.1	-4.0	8.7
COc1ccc(Cl)cc1NC(=O)C(C)NC(c1ccccc1)c1ccccc1 (stereo unspecified)	0.5	-5.5	-9.1	-1.4	-1.4	-3.3	96.0	0.1	-8.8	0.9
O=C(Nc1ccc(Cl)cn1)Nc1ccccc1Cl	-10.4	-2.6	-0.9	1.0	0.4	2.5	103.0	0.0	-5.7	0.7
O=C(NCC1CC1)c1cc2c(c(-c3cccc(-c4ccccc4F)c3)n1)[C@H](CCO)N(C(=O)CC1CC1)C2	nt	-7.0	nt	3.0	-0.4	21.8	97.0	1.6	nt	nt
CC(=O)N1CCN(c2ccc(NCc3ccc(Br)o3)cc2)CC1	0.6	-6.4	1.1	-0.8	0.1	15.7	92.0	0.4	-1.4	3.7
O=C(c1ccc(=O)[nH]n1)N1CCN(S(=O)(=O)c2cccc(F)c2)CC1	-4.3	-5.5	2.8	-4.5	0.0	-5.9	107.0	0.0	1.8	-2.5
O=C(CNC(=O)c1ccccc1)OCc1cccc([N+](=O)[O-])c1	7.9	-5.1	5.0	4.4	-2.4	13.2	99.0	-0.2	10.1	9.8
Cc1ccc(C)c(N2C(=O)CC(N3CCN(Cc4ccc5c(c4)OCO5)CC3)C2=O)c1 (stereo unspecified)	8.9	-7.5	-2.2	1.8	1.6	-1.2	100.0	-0.1	-3.4	-4.3
CO[C@@H]1CN(C)C(=O)c2cc(NS(=O)(=O)c3ccc(C)cc3)ccc2OC[C@H](C)N(Cc2nccs2)C[C@H]1C	nt	-6.3	nt	1.0	nt	-1.4	nt	0.2	nt	nt
CN1OC[C@@H]2CN(C(=O)C(C)(C)C)[C@H](c3cccc(Br)c3)C[C@@H]21	4.1	-5.4	-1.9	-4.4	-1.4	1.3	99.0	-0.1	0.7	nt
COc1ccc(CCNC(=O)CSc2cccc3cccnc23)cc1OC	1.6	9.5	1.0	-0.3	3.3	-0.9	84.0	0.1	3.4	4.2
S=c1[nH]nc(-c2cc(-c3ccco3)[nH]n2)n1-c1ccccc1	-3.5	-4.2	3.8	4.1	0.8	-3.2	99.0	0.2	1.6	-4.9
CC(=O)c1cccc(N=c2scc(-c3ccc(S(=O)(=O)N4CCOCC4)cc3)n2CCO)c1	5.0	-2.3	1.4	1.9	-0.4	13.1	93.0	3.4	-18.4	-5.0
Cc1ccc(OCc2cc(C(=O)NCCn3cccn3)no2)cc1C	-1.7	-3.2	3.0	1.6	-0.6	-2.4	98.0	-0.1	-5.8	-4.6
CC(=O)NC12CC3CC(C1)CC(C(=O)OCC(=O)Nc1ncc(Cl)cc1Cl)(C3)C2	-4.8	nt	0.1	-0.2	2.2	-3.7	97.0	0.1	-3.3	12.6
CSc1cccc(NC(=O)CCCNC(=O)c2ccc(Cl)cc2)c1	-4.7	-2.3	-2.5	-3.8	0.2	0.1	100.0	0.2	0.1	4.8
COc1ccc(-c2noc(C(C)NC(=O)c3ccco3)n2)cc1OC (stereo unspecified)	-2.4	-3.2	-0.4	-4.8	-0.4	-7.8	89.0	0.0	12.2	32.4
CCOc1ccc(NC(=O)CN(C)C(=O)Cc2sc(C)nc2-c2ccc(F)cc2)cc1OCC	-14.9	-18.3	0.9	4.0	1.0	3.9	94.0	-0.1	3.5	-3.2
CN1CCN(C2CN(Cc3ccccc3)S(=O)(=O)C2)CC1 (stereo unspecified)	nt	nt	4.9	-2.6	-0.1	-1.8	97.0	0.0	3.4	nt
CCP(=O)(c1ccccc1)C(C)(C)O (stereo unspecified)	4.7	-4.6	2.0	-3.2	1.3	20.5	98.0	-0.3	-5.9	?
Cn1c2cc(Br)sc2c2cnn(Cc3c(F)cccc3Cl)c(=O)c21	-2.2	-10.4	-0.1	-5.4	0.4	0.0	96.0	-0.2	9.2	8.4
CCCC(=O)C1=C(O)C(C(=O)OC)C(C)(C)CC1=Nc1ccccc1 (stereo unspecified)	0.8	nt	0.3	-0.1	-0.4	1.1	96.0	-0.1	14.2	-1.8
O=C(NCC(=O)N(Cc1ccco1)C(C(=O)NC1CCCC1)c1cccnc1)c1ccco1 (stereo unspecified)	4.3	nt	2.5	-2.1	-3.4	0.0	98.0	0.1	7.8	-0.5
CC(=O)c1ccc(NC(=O)C(C)OC(=O)C2CC(=O)N(c3ccc4c(c3)OCCO4)C2)cc1 (stereo unspecified)	-7.6	-6.3	1.8	3.1	-0.5	-20.8	95.0	-0.2	-2.9	-2.3
CC(C)C(N)c1csc(Nc2cc(Oc3ccccc3)ncn2)n1 (stereo unspecified)	-0.3	-5.7	-7.6	-2.7	-1.8	2.9	99.0	0.2	15.0	7.8
Cc1ccc(COc2ccsc2C(=O)O)cc1	-1.3	-6.1	0.8	-0.2	0.9	-1.2	105.0	0.4	-3.7	-3.6
O=C(c1cn(Cc2ccccc2)nc1-c1cccnc1)N1CCN(Cc2ccccc2)CC1	-0.3	-5.5	6.3	11.5	0.2	6.3	99.0	0.3	-0.5	14.9
CCOC(=O)CCCNC(=O)CCNC(=O)c1ccc(OC)cc1	-2.8	-4.8	1.6	8.4	-0.3	-0.1	100.0	-0.1	2.7	-4.7
Cc1cc(C)nc(SCC(=O)Nc2ncc3c(n2)CCCC3=O)n1	6.1	-4.4	1.1	1.1	-0.7	-1.8	96.0	-0.2	-0.7	-0.6
COc1ccccc1[C@@]1(C)ON(c2ccccc2C(F)(F)F)C1=O	1.7	-9.5	13.6	-4.3	2.2	-7.8	94.0	0.6	-19.9	-3.6
O=C(NC1CCN(S(=O)(=O)c2ccc(Cl)cc2)CC1)c1cccnc1	3.3	-2.9	3.0	5.1	0.1	42.1	108.0	-0.1	0.0	-14.1
COc1ccccc1CN1CC(C(=O)NC2CCCCC2)CC1=O (stereo unspecified)	4.9	-8.5	1.3	5.0	-0.5	8.6	98.0	0.0	1.5	-2.2
COC(=O)c1sc(N(C)C)c(C#N)c1-c1ccccc1	-1.7	-4.4	7.1	-0.2	0.6	-4.4	94.0	-0.1	2.6	nt
COCC1CCN(C(=O)c2cc(COc3ccc4ncccc4c3)on2)CC1	2.6	-2.1	-1.1	3.9	-0.6	-2.4	93.0	6.7*	-22.1	9.4
COc1ccc(S(=O)(=O)N(C)C[C@@H]2Oc3cc(C#CC4CCCCC4)ccc3S(=O)(=O)N([C@@H](C)CO)C[C@@H]2C)cc1	0.0	-6.3	-7.3	2.5	-1.6	0.5	99.0	0.9	-15.9	-23.5
C[n+]1ccccc1N1CCN(c2ccccc2Cl)CC1	3.3	-3.1	-0.9	0.1	1.5	0.7	94.0	-0.1	-3.9	nt
CN1CCN(c2ccc(NC(=O)Cc3ccccc3)cc2)CC1	-10.6	-5.4	-1.6	-2.6	-2.2	0.8	91.0	-0.3	2.7	16.7
CC(=O)Nc1ccc(NC(=O)C(C)N(C)CC(=O)Nc2ccccc2Br)cc1 (stereo unspecified)	-0.1	-3.0	0.6	8.7	0.1	1.2	87.0	-0.1	-2.5	2.1
O=C(CCC(=O)N1CCOc2ccccc21)NCc1ccccn1	nt	-4.7	1.3	-2.5	-1.0	-2.1	97.0	0.0	17.8	0.4
CC(=O)N1N=C(c2ccccc2)OC1c1ccc([N+](=O)[O-])s1 (stereo unspecified)	-8.3	nt	24.1	-1.7	-1.7	11.7	96.0	0.7	23.2	-5.0
c1ccc2sc(NN=C3CCCC3)nc2c1	-1.1	-2.7	-14.8	-2.8	-1.8	-3.3	85.0	-0.2	-16.2	-3.8
COC(=O)C(C)Oc1ccc(-c2nccc(-c3ccc(F)cc3)n2)cc1 (stereo unspecified)	9.4	-18.2	2.1	-0.7	0.0	-9.4	95.0	-0.1	-5.3	-5.8
CCN(CC)S(=O)(=O)N1CCC(C(=O)NCc2ccc(C)cc2)CC1	24.9	-6.0	-0.1	-1.6	-1.4	3.6	95.0	0.2	1.4	nt
Cn1nnnc1NN=Cc1ccccc1	7.5	-9.2	-0.6	1.2	-1.3	-1.8	92.0	-0.3	2.3	-2.3
COc1cc(/C=C2\C(C)=C(C#N)c3nc(N)c(C#N)c(C)c32)ccc1OCC(=O)O	0.4	-6.7	4.5	1.7	-0.1	0.7	100.0	-0.1	7.8	8.7
O=C(Nc1ccn(Cc2ccccc2F)n1)c1ccc(COc2ccc(Br)cc2)cc1	19.3	-5.1	-8.4	-4.2	-1.9	-0.9	102.0	3.8	-17.0	-22.9
CN1C[C@@H]2C[C@@H](c3cccn3-c3nccs3)N3CCC[C@@]23C1=O	-5.1	-1.6	2.3	-4.9	-0.3	0.4	102.0	-0.1	2.5	-6.9
OCCNc1ncnc2c1ncn2Cc1ccccc1	-5.2	-5.7	3.3	-4.5	1.1	2.5	104.0	-0.1	2.9	27.0

A stretch from the list above, as a working copy:
SMILES	PDI turbidity	CaV13 ICDI inh	Glyco luc inh	m5-HT2A agonist	iPSC survival up	Granule exo inh	ABCB6 inh MLPCN	aDG glyco act	Cardio protect	Vif imaging
CC(=O)Nc1ccc(NC(=O)C(C)N(C)CC(=O)Nc2ccccc2Br)cc1 (stereo unspecified)	-0.1	-3.0	0.6	8.7	0.1	1.2	87.0	-0.1	-2.5	2.1
O=C(CCC(=O)N1CCOc2ccccc21)NCc1ccccn1	nt	-4.7	1.3	-2.5	-1.0	-2.1	97.0	0.0	17.8	0.4
